Mtb UGM inh: Mtb UDP-galactopyranose mutase inhibition. P9WIQ1. purified UGM, fluorescence polarization probe displacement. inhibition, % at 10 µM. hit rate 0.06% among 320,000; in the data active means inhibition above about 10%, passing the limit was not always enough; inconclusive means no clear call, values can overlap the other calls
Target sequence (P9WIQ1 whole entry, looked up): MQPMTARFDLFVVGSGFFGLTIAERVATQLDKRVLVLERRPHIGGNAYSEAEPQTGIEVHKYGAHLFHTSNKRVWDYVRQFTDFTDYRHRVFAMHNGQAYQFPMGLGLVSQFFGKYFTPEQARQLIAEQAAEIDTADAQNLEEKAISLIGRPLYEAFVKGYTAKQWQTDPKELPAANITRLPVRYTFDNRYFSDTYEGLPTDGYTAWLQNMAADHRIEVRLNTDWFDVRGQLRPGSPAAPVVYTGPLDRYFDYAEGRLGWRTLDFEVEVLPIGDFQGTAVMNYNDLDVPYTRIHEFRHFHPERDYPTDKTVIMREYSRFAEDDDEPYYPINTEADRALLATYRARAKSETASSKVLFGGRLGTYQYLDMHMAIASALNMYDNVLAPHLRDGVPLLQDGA
PrPC surface inh: reduces human prion protein on the cell surface. P04156. cell surface PrPC, TR-FRET read-out. inhibition, % at 13.8 µM. hit rate 0.43% among 370,000; in the data active means inhibition above about 24%; further: 0% = median of the test wells and 100% = reference compound wells
FadD28 binding: blocks FadD28 binding to the bisubstrate probe | hit rate 0.22% among 360,000 | fluorescence polarization | AID 588549 | inhibition, % at 12.5 µM; in the data active means inhibition above about 8.5%, passing the limit was not always enough; inconclusive means no clear call, values can overlap the other calls
BoNT-A LC inh2: BoNT A light chain protease inhibition | hit rate 0.17% among 360,000 | AID 588499 | inhibition, % at 10 µM | multiplex microsphere protease substrate cleavage, flow cytometry; in the data active means inhibition above about 30%; inconclusive means no clear call, values can overlap the other calls; further: plate controls were buffer without enzyme for full effect and enzyme alone for no effect
Mtb BioA inh: inhibitors of Mycobacterium tuberculosis BioA enzyme | purified M. tuberculosis BioA enzyme, plate reader | inhibition, % at 9.99 µM | hit rate 0.096% among 360,000; in the data active means inhibition above about 40%; inconclusive means no clear call, values can overlap the other calls
Mtb FBA inh: inhibits M. tuberculosis FBA enzyme. P9WQA3. AID 588726. inhibition, % at 1 µM. hit rate 2.3% among 360,000. purified M. tuberculosis FBA, fluorescence read-out; in the data active means inhibition above about 27%;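 further: 0% = vehicle and 100% = reference inhibitor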
Target sequence (P9WQA3 whole entry, looked up): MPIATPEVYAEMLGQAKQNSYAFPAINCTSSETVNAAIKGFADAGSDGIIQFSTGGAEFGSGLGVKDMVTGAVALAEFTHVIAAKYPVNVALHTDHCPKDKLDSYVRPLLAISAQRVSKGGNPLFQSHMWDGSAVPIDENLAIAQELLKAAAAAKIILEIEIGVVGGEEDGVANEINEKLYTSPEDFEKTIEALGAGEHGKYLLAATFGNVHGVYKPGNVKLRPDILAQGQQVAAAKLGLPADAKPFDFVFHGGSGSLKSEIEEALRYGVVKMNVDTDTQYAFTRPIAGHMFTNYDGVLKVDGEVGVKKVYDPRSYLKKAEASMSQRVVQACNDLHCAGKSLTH
GDH-TPI counter: inhibits GDH-TPI coupling enzymes, artifact for Mtb FBA screen; GDH-TPI coupled enzyme counterscreen, NADH absorbance; inhibition, % at 4.8 µM; hit rate 1.2% among 360,000; AID 588335;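 further: 0% = DMSO wells and 100% = wells lacking the enzyme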
CCHFV vOTU inh: CCHFV vOTU protease inhibition; Pep-AMC fluorescence; inhibition, % at 11.5 µM; hit rate 0.55% among 370,000; further: 0% = vehicle wells with enzyme and 100% = no enzyme wells
BoNT F protease: BoNT F light chain protease inhibition; Multiplex microsphere protease cleavage assay, flow cytometry; inhibition, % at 10 µM; hit rate 0.22% among 360,000; AID 588497; in the data active means inhibition above about 35%, passing the limit was not always enough; inconclusive means no clear call, values can overlap the other calls; further: plate controls were buffer without enzyme for full effect and enzyme alone for no effect
* = called active by the depositor; ? = inconclusive; · = not tested or not shown. Unless noted, no stated cut-off is given here; in the data, active means inhibition above about 30%; inactive means the rest. Rows are unselected, and some 4.8% of all compounds hit somewhere here.

Values run as follows: Mtb UGM inh	PrPC surface inh	FadD28 binding	BoNT-A LC inh2	Mtb BioA inh	Mtb FBA inh	GDH-TPI counter	CCHFV vOTU inh	BoNT F protease
CC(C)c1ccc(NC(=O)COc2ccccc2)cc1
    -0.9	0.7	-0.2	-0.9	1.9	0.1	-5.4	-8.1	-4.2
COC(=O)C1=C(C)N=C2SC(C)C(=O)N2C1/C=C/c1ccccc1OC (stereo not drawn)
    -0.7	7.0	0.0	1.2	0.3	-5.4	7.8	11.8	4.1
COc1ccc(C2=NOC(C(=O)NCC(C)C)C2)cc1 (stereo not drawn)
    2.5	-8.5	-0.8	-0.3	-0.3	-0.1	4.8	-0.3	8.3
CCn1c(=N)n(Cc2ccccc2F)c2ccccc21
    3.3	3.5	-3.3	-0.1	0.0	-2.1	8.1	-0.7	-2.5
O=S(=O)(CCNCCc1ccccc1)NC1CCCCC1
    ·	0.7	-1.9	-0.2	1.7	2.7	0.0	1.0	-10.6
COc1ccc(NC(=O)c2ccc(NC(=O)CN3CCC(C(N)=O)CC3)cc2)cc1
    -1.8	7.9	-3.3	0.2	0.8	-6.6	3.9	-13.2	-3.3
COc1ccccc1NC(=O)CCN1C(=O)C2C3CCC(C3)C2C1=O (stereo not drawn)
    3.0	0.6	-0.4	0.9	0.8	-1.9	-5.8	-8.3	-5.9
O=C(Nc1cccc(C(F)(F)F)c1)c1cccnc1N1CCOCC1
    -2.1	1.4	-3.4	-0.9	0.5	3.0	9.5	16.0	-7.4
CC1CCCN(S(=O)(=O)c2ccc(NC(=O)C3CC(=O)N(c4ccccc4)C3)cc2)C1 (stereo not drawn)
    1.4	9.8	1.3	-0.7	5.8	-2.1	0.0	11.9	-12.5
NC(=S)N/N=C/c1cccc(O)c1O
    1.3	-8.4	-3.2	-2.9	·	-7.3	-4.8	-7.8	-8.8
CC(C)c1ccc(NC(=O)c2cc(Br)ccc2Br)cc1
    5.0	-0.7	-0.1	0.1	·	-1.2	1.2	10.3	1.4
O=C(O)c1cccc([N+](=O)[O-])c1C(=O)Nc1cccc2ccccc12
    -0.2	0.0	0.8	-3.5	-2.6	48.3*	7.7	-27.9	-19.8
O=C(NCc1ccco1)c1cccn2c(=O)c3sccc3nc12
    0.7	-23.8	-1.9	-0.4	0.1	12.8	28.3	-22.6	2.2
O=c1[nH]c2ccccc2n2c(C(F)(F)F)nnc12
    0.8	1.4	·	-3.4	-3.3	11.3	8.3	1.0	4.3
O=C1C=C(c2ccccc2)CC(c2cccs2)C1n1cnc([N+](=O)[O-])c1 (stereo not drawn)
    2.3	-2.1	-3.6	0.2	·	1.7	8.1	8.4	-11.5
CCOC(=O)c1ccc(NC(=O)CN(C)S(=O)(=O)c2ccc(OC)cc2)cc1
    1.5	-4.9	-3.7	0.2	-0.1	1.2	8.1	6.8	-1.5
CCOC(=O)C1=C(C(=O)OCC)N(CC2CCCCC2)CCC1=O
    ·	2.6	-1.4	0.0	0.0	-3.9	6.4	-2.4	-1.0
Fc1ccc(-c2nc3c(-c4ccc(F)cc4)cnn3cc2CCN2CCOCC2)cc1
    -2.0	1.8	-0.2	-0.6	2.4	-0.9	3.1	15.4	3.3
COCC(=O)Nc1ccc(S(=O)(=O)Nc2nccs2)cc1
    1.9	-2.2	0.1	0.7	-1.2	0.7	-3.4	-4.8	?
CC(=O)Nc1ccc(C=CC(=O)c2ccc([N+](=O)[O-])cc2)cc1
    ·	3.1	-7.2	0.7	-1.5	1.8	16.8	-2.3	-3.8
c1cnc2c(C3NCCc4c3[nH]c3ccccc43)cccc2c1 (stereo not drawn)
    3.4	·	-0.1	0.2	2.4	0.9	-3.9	·	-9.2
O=C1NCN(c2ccccc2)C12CCN(C(c1cc3ccccc3o1)c1nnnn1Cc1ccccc1)CC2 (stereo not drawn)
    ·	3.8	-7.0	-0.1	-1.0	3.4	·	13.9	6.5
CC(=O)Nc1ccc(N2C(C(C)=O)=NN(c3ccccc3)C2c2cccs2)cc1 (stereo not drawn)
    1.0	0.2	-1.6	-0.9	0.2	-1.5	4.6	3.5	-0.4
O=C(Nc1ccc(F)c(F)c1)C1CCCN(S(=O)(=O)c2cccc3nonc23)C1 (stereo not drawn)
    -2.8	0.3	-1.4	-2.6	·	0.9	7.4	5.0	-17.4
CC1CCN(CCCOc2ccc(OCc3ccccc3)cc2)CC1
    -1.5	-9.8	-0.5	-0.3	0.3	0.8	3.7	4.5	-11.8
CCCn1c(=O)c(C(=O)Nc2cc(C)ccn2)c(O)c2ccccc21
    1.1	4.6	-0.7	4.3	6.8	1.3	2.5	2.3	?
CCn1nnc(-c2ccccc2NS(=O)(=O)c2ccc(C(=O)OC)cc2)n1
    -0.1	5.1	-2.9	1.2	-2.2	-0.3	4.6	-6.7	0.5
COc1ccc(Br)cc1CN1CCSCC1
    -0.9	-8.2	-0.2	?	-0.1	-1.2	2.8	10.7	?
O=C(NCCc1ccc(F)cc1)c1ccc([N+](=O)[O-])cc1
    0.1	-39.4	0.0	-0.4	-0.3	0.4	-2.5	6.6	0.3
Cc1nn(C(C)C)c(C)c1CN1CCCC(CCC(=O)NCc2ccccc2F)C1 (stereo not drawn)
    -1.0	-6.2	0.0	?	·	2.0	0.6	2.5	?
CCC(C(=O)Nc1ncn[nH]1)(C(F)(F)F)C(F)(F)F
    4.1	7.1	2.2	-0.6	·	-1.0	-7.3	-3.9	-1.2
O=C(O)C1CCCCC1C(=O)NCCc1ccc(Cl)cc1 (stereo not drawn)
    -1.2	-2.7	-0.4	0.2	-1.0	-0.4	7.8	11.1	1.5
COC(=O)C(C(C)C)N1CCc2c(C)nc3c(C#N)cnn3c21 (stereo not drawn)
    2.4	18.4	-3.8	0.0	·	12.0	7.5	-17.8	-1.0
O=C1Cn2c(nc3ccccc32)N1c1ccccc1F
    3.5	3.4	-5.2	1.6	-0.7	-3.7	-18.3	-9.3	21.8
COc1ccc(NS(=O)(=O)c2ccc(C(=O)OC(C)C(=O)N3CCOCC3)cc2)cc1 (stereo not drawn)
    2.5	0.5	-3.7	-1.6	-1.1	4.9	-3.0	24.1	-1.9
CCOC(=O)N1CCN(C(=O)c2ccc3nc(-c4ccccc4)c(-c4ccccc4)nc3c2)CC1
    -1.7	-5.7	-0.2	-1.3	0.2	35.3*	24.8	3.8	3.0
N=c1c2c3c(sc2ncn1CCCN1CCOCC1)CCCCC3
    0.2	2.2	0.5	-1.0	-1.2	3.0	10.9	-12.1	-18.4
CC(C)CC(c1nnnn1C1CCCC1)N1CCN(C(=O)c2ccco2)CC1 (stereo not drawn)
    -4.3	0.5	-1.4	0.7	-0.9	-0.9	13.6	4.6	-24.5
CN1CCN(c2ccc([N+](=O)[O-])c(NCC3CCCO3)c2)CC1 (stereo not drawn)
    3.5	-39.4	-4.5	0.4	·	-17.5	1.1	18.3	4.2
COC(=O)CCCCC1SCC2NC(=O)NC21O (stereo not drawn)
    0.8	-6.1	-3.7	9.6	·	-4.9	-8.3	-7.1	79.1*

Rewritten as tab-separated lines: part of the list above
Molecule	Mtb UGM inh	PrPC surface inh	FadD28 binding	BoNT-A LC inh2	Mtb BioA inh	Mtb FBA inh	GDH-TPI counter	CCHFV vOTU inh	BoNT F protease
O=C(NCCc1ccc(F)cc1)c1ccc([N+](=O)[O-])cc1	0.1	-39.4	0.0	-0.4	-0.3	0.4	-2.5	6.6	0.3
Cc1nn(C(C)C)c(C)c1CN1CCCC(CCC(=O)NCc2ccccc2F)C1 (stereo not drawn)	-1.0	-6.2	0.0	?	·	2.0	0.6	2.5	?

More structures:
Key to letters: A = Mtb UGM inh; B = PrPC surface inh; C = FadD28 binding; D = BoNT-A LC inh2; E = Mtb BioA inh; F = Mtb FBA inh; G = GDH-TPI counter; H = CCHFV vOTU inh; I = BoNT F protease
mol: ClC1(Cl)CC1Cn1c(C2CC2)nc2ccccc21 (stereo not drawn)
  A = 2.4	B = -1.1	C = -3.3	D = -1.2	E = ·	F = 1.4	G = -7.7	H = -2.6	I = -7.2

mol: C[C@H](NC(=O)c1nc[nH]c1C(=O)NCc1ccc(CNC(=O)OC(C)(C)C)cc1)C(=O)OC(C)(C)C
  A = -0.6	B = -5.7	C = -0.7	D = -0.3	E = -0.6	F = -3.3	G = 3.5	H = 23.7	I = -0.6

mol: CC(=O)NC(Cc1ccccc1)C(=O)OCC(=O)c1ccc(Br)cc1 (stereo not drawn)
  A = 0.4	B = 9.5	C = -1.1	D = -3.6	E = -4.7	F = -2.8	G = -7.0	H = 11.0	I = -18.5

mol: O=C(COC(=O)c1ccc([N+](=O)[O-])o1)NC1CCCc2ccccc21 (stereo not drawn)
  A = 0.6	B = -37.4	C = ·	D = 0.4	E = -0.6	F = -0.9	G = -2.5	H = 10.2	I = -2.2

mol: O=C(NC(=S)Nc1ccccc1N1CCCCC1)c1ccc(F)cc1Cl
  A = -1.0	B = 4.1	C = -1.1	D = -0.3	E = -2.3	F = 3.5	G = 1.0	H = 0.0	I = -9.7

mol: CCn1c2ccccc2c2cc(NS(=O)(=O)c3ccccc3C)ccc21
  A = 2.5	B = 11.8	C = -4.0	D = 2.1	E = -1.4	F = -1.2	G = 1.9	H = 11.3	I = -11.9

mol: CN(C)S(=O)(=O)c1cccc(NC(=O)CN2C(=O)NC(CCc3ccccc3)C2=O)c1 (stereo not drawn)
  A = -3.2	B = 7.3	C = 0.8	D = -1.8	E = ·	F = 2.5	G = -1.0	H = 14.3	I = 10.0

mol: CCc1nnc(SCC(=O)Nc2ccc(N3CCOCC3)cc2)o1
  A = 1.9	B = -2.6	C = -1.5	D = 0.0	E = -0.2	F = 2.1	G = -7.1	H = 7.1	I = -3.3

mol: COc1ccccc1CNC(=O)C1Cc2cc(S(=O)(=O)N3CCCC3)ccc2N1C(C)=O (stereo not drawn)
  A = 1.0	B = 2.9	C = -0.3	D = 0.4	E = -0.2	F = 0.9	G = 5.2	H = 5.1	I = 8.0

mol: N=c1sccn1CC(=O)Nc1cc(S(=O)(=O)N2CCCC2)ccc1Cl
  A = -2.4	B = -7.0	C = 0.0	D = 1.3	E = -1.3	F = 1.5	G = 7.3	H = -9.3	I = -2.0

mol: Cc1[nH]c(=O)[nH]c(=O)c1NC(=O)CSc1ncccc1-c1nc2ccccc2[nH]1
  A = -1.4	B = ·	C = -7.5	D = 4.3	E = 0.3	F = 17.4	G = -0.9	H = ·	I = 6.4

mol: COc1ccc(NC(=O)N(CCc2ccccc2)Cc2cc3c(C)cc(C)cc3[nH]c2=O)cc1
  A = 4.8	B = 10.5	C = -1.2	D = -0.6	E = -2.0	F = 1.3	G = -1.6	H = 27.1	I = -11.0

mol: CCOC(=O)c1cc2c(ccc3nc(C)c(C)c32)[nH]c1C
  A = 1.1	B = 8.0	C = 0.4	D = -0.1	E = -8.5	F = -0.6	G = 0.0	H = -20.2	I = -3.8

mol: CC(C)(C)NS(=O)(=O)c1ccc(NC(=O)Cc2ccccc2[N+](=O)[O-])cc1
  A = -2.1	B = -14.8	C = -1.3	D = 0.0	E = ·	F = 5.0	G = 4.5	H = -5.7	I = -1.9

mol: NNC(=O)c1cc(C23CC4CC(CC(C4)C2)C3)[nH]n1
  A = -0.9	B = 2.3	C = -1.9	D = -4.2	E = 0.0	F = 2.6	G = -4.3	H = 3.3	I = -28.9

Complete entries, quoted from the list.
`O=C(NC(=S)Nc1ccccc1N1CCCCC1)c1ccc(F)cc1Cl` is listed as Mtb UGM inh: -1.0; PrPC surface inh: 4.1; FadD28 binding: -1.1; BoNT-A LC inh2: -0.3; Mtb BioA inh: -2.3; Mtb FBA inh: 3.5; GDH-TPI counter: 1.0; CCHFV vOTU inh: 0.0; BoNT F protease: -9.7
`COc1ccccc1CNC(=O)C1Cc2cc(S(=O)(=O)N3CCCC3)ccc2N1C(C)=O` (stereo not drawn) is listed as Mtb UGM inh: 1.0; PrPC surface inh: 2.9; FadD28 binding: -0.3; BoNT-A LC inh2: 0.4; Mtb BioA inh: -0.2; Mtb FBA inh: 0.9; GDH-TPI counter: 5.2; CCHFV vOTU inh: 5.1; BoNT F protease: 8.0
